High-throughput results: PubChem, Broad Institute
IDH1 mut inh: IDH1 R132H (human) inhibition; IDH1 R132H reductase, diaphorase/resazurin fluorescence, 60 min; inhibition, % at 10 µM; actives 0.18% (n = 70,000); AID 624101; in the data active means inhibition above about 34%;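 further: 0% = DMSO and 100% = no enzyme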
EZH2 inh: blocks human EZH2/PRC2 H3K27 methylation; inhibition, % at 12.5 µM; Q15910; actives 0.35% (n = 57,000); DELFIA TRF, 1 h;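 active means mean inhibition of replicates at least 50% and every single replicate also reaching 50%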;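 further: dimethyl H3K27 on biotinylated H3 21-44 peptide detected by antibody; plate controls were median neutral control wells for no effect and median positive control wells for full effect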
Target sequence (Q15910 whole entry, looked up): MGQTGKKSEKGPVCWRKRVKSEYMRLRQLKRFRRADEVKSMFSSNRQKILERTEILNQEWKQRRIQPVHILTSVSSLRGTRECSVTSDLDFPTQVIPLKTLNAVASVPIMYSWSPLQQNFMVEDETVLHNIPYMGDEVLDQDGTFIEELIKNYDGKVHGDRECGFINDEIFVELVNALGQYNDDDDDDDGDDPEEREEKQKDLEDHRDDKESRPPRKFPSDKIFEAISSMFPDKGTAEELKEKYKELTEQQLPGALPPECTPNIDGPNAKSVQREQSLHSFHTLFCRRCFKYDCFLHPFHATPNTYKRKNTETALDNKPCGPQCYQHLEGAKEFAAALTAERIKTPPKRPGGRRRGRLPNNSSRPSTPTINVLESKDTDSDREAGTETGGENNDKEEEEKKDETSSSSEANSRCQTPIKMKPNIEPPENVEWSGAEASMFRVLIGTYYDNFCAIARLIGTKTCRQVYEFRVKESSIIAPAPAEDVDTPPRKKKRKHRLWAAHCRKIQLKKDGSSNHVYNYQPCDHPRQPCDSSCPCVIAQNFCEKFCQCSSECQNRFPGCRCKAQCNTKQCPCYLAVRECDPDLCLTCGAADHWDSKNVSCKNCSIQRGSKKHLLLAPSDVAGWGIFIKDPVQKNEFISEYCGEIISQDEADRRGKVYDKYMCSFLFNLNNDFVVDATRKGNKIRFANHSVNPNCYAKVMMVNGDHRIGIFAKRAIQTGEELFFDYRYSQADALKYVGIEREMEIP
* hit, by the source's call; nt = not tested or not shown; & = joins results of further samples. An excerpt, so the mix of outcomes need not match the whole.

Second line of a record – IDH1 mut inh | EZH2 inh
C[C@@H]1CN([C@H](C)CO)S(=O)(=O)c2ccc(C3=CCCCC3)cc2O[C@@H]1CN(C)C(=O)C1CCOCC1
→ nt | 1
CCCc1c(C(=O)OCC)[nH]c2c1C(=O)CC(C)(C)C2
→ 0.8 | 10
COc1ccc(C#Cc2ccc3c(c2)O[C@@H](CN(C)C(=O)CN2CCOCC2)[C@@H](C)CN([C@@H](C)CO)S3(=O)=O)cc1
→ 0.0 | -37
COc1ccc(S(=O)(=O)Nc2ccc3c(c2)C(=O)N([C@@H](C)CO)C[C@H](C)[C@@H](CN(C)Cc2ccc(C(=O)O)cc2)O3)cc1
→ 3.4 | nt
CC(C)C#Cc1ccc2c(c1)O[C@@H](CN(C)CC1CC1)[C@@H](C)CN([C@@H](C)CO)S2(=O)=O
→ -1.0 | -26
COc1ccc(NC(=O)N(C)C[C@@H]2Oc3ccc(NC(=O)CCN4CCOCC4)cc3CC(=O)N([C@@H](C)CO)C[C@@H]2C)cc1
→ -3.5 | nt
CCO/C([O-])=N\c1c[n+](N2CCOCC2)no1
→ 0.5 | nt
CNC[C@H]1Oc2c(NS(=O)(=O)c3ccc(OC)cc3)cccc2C(=O)N([C@@H](C)CO)C[C@@H]1C
→ 1.3 | 2
O=C1O[C@@H](c2ccccc2)[C@@H](c2ccccc2)N2[C@@H](c3ccccc3OCCO)[C@]3(C(=O)Nc4ccccc43)[C@@H](C(=O)N3CCCCCCC3)[C@H]12
→ nt | -13
C[C@H](CO)N1C[C@H](C)[C@@H](CN(C)S(=O)(=O)c2ccc(F)cc2)Oc2c(NS(=O)(=O)c3ccc(Cl)cc3)cccc2C1=O
→ 1.0 | nt

In another format: results already given
SMILES	IDH1 mut inh	EZH2 inh
CC(C)C#Cc1ccc2c(c1)O[C@@H](CN(C)CC1CC1)[C@@H](C)CN([C@@H](C)CO)S2(=O)=O	-1.0	-26
C[C@H](CO)N1C[C@H](C)[C@@H](CN(C)S(=O)(=O)c2ccc(F)cc2)Oc2c(NS(=O)(=O)c3ccc(Cl)cc3)cccc2C1=O	1.0	nt
CCCc1c(C(=O)OCC)[nH]c2c1C(=O)CC(C)(C)C2	0.8	10
O=C1O[C@@H](c2ccccc2)[C@@H](c2ccccc2)N2[C@@H](c3ccccc3OCCO)[C@]3(C(=O)Nc4ccccc43)[C@@H](C(=O)N3CCCCCCC3)[C@H]12	nt	-13
CCO/C([O-])=N\c1c[n+](N2CCOCC2)no1	0.5	nt

Continued.
Second line of a record – IDH1 mut inh | EZH2 inh
CCCN1C[C@H](C)[C@@H](OC)CN(C)C(=O)c2cc(NS(C)(=O)=O)ccc2OC[C@H]1C
→ nt | -6
C[C@@H]1CN([C@H](C)CO)C(=O)Cc2cc(NS(=O)(=O)c3ccccc3)ccc2O[C@@H]1CN(C)Cc1ccc(Cl)c(Cl)c1
→ 3.3 | 1
O=C(C[C@@H]1C[C@H]2c3cc(NC(=O)C4CCOCC4)ccc3O[C@H]2[C@H](CO)O1)NCc1cccc(F)c1
→ -0.4 | 2
C[C@H]1CN([C@@H](C)CO)C(=O)c2cc(NC(=O)Cc3cn(C)c4ccccc34)ccc2O[C@H]1CN(C)CC1CC1
→ -27 | 2
Cc1cccc(CN(C)C[C@H]2OCc3cn(nn3)CCCC(=O)N([C@@H](C)CO)C[C@@H]2C)c1
→ 0.2 | 8
O=C(C[C@@H]1C[C@H]2c3cc(NC(=O)C4CCOCC4)ccc3O[C@H]2[C@@H](CO)O1)NCc1ccccc1
→ -0.1 | 0
C[C@H]1CN([C@@H](C)CO)C(=O)c2cc(C#Cc3ccccn3)cnc2O[C@@H]1CN(C)C(=O)CCN1CCCCC1
→ -0.4 | 16
CN(C)CC(=O)Nc1ccc2c(c1)[C@@H]1C[C@H](CC(=O)NCc3cccnc3)O[C@H](CO)[C@@H]1O2
→ 0.4 | -3
COc1cc(F)ccc1S(=O)(=O)NC1CC(C)(C)NC(C)(C)C1
→ 0.1 | -2
C[C@@H]1CN([C@@H](C)CO)C(=O)Cc2cc(NS(=O)(=O)c3ccc(F)cc3)ccc2O[C@@H]1CN(C)Cc1ccc(Cl)c(Cl)c1
→ 0.2 | nt
O=C(NCC[C@@H]1CC[C@@H](NS(=O)(=O)c2ccc(Cl)cc2)[C@@H](CO)O1)c1ccccc1F
→ -0.1 | -2
CO[C@@H]1CN(C)C(=O)c2ccc(NC(C)=O)cc2OC[C@@H](C)N(C(=O)c2ccccn2)C[C@@H]1C
→ 0.1 | 8
O=C(O)CCCCCC(=O)N/N=C/c1ccc(CO)o1
→ nt | -15
CCCNC(=O)N(C)C[C@@H]1Oc2ncc(-c3ccc(C(=O)N(C)C)cc3)cc2C(=O)N([C@H](C)CO)C[C@@H]1C
→ 0.6 | 13
C[C@@H]1CCCCO[C@@H](CN(C)S(=O)(=O)c2cccs2)[C@H](C)CN([C@H](C)CO)C(=O)c2cc(NC(=O)Nc3ccc(C(F)(F)F)cc3)ccc2O1
→ -0.2 | nt
COc1ccc(CN(C)C[C@H]2Oc3ccc(NS(=O)(=O)c4cn(C)cn4)cc3C(=O)N([C@@H](C)CO)C[C@@H]2C)cc1
→ nt | 8
Cc1ccc(F)cc1NC(=O)CSc1nnnn1-c1ccccc1
→ -0.2 | -16
Cc1ccccc1-c1nnc(SCC(=O)Nc2cc(C(F)(F)F)ccc2N2CCOCC2)o1
→ 0.1 | 7
O=C(NO)c1ccc(C(=O)N/N=C/c2c(O)cc(O)cc2O)cc1
→ nt | 40
C[C@H](CO)N1C[C@H](C)[C@@H](CN(C)S(=O)(=O)c2cccs2)Oc2ccc(NC(=O)Cc3cn(C)c4ccccc34)cc2CC1=O
→ -3.3 | nt
CC(C)c1cc(Br)ccc1NC(=O)CSc1n[nH]c(-c2ccc(Cl)cc2)n1
→ 0.6 | 45
O=C(C[C@H]1C[C@H]2c3cc(NC(=O)CC4CC4)ccc3O[C@H]2[C@@H](CO)O1)NCC1CC1
→ -1.0 | -1
COc1ccccc1C#Cc1ccc2c(c1)O[C@H](CN(C)C(C)=O)[C@H](C)CN([C@@H](C)CO)S2(=O)=O
→ -0.7 | -5
C[C@@H]1CN([C@@H](C)CO)S(=O)(=O)c2ccc(-c3cccc(C#N)c3)cc2O[C@H]1CN(C)C(=O)C1CC1
→ -3.0 | 5
CC(C)CC#Cc1ccc2c(c1)O[C@H](CN(C)Cc1cncnc1)[C@H](C)CN([C@H](C)CO)S2(=O)=O
→ -1.0 | -12
C[C@@H]1CN([C@@H](C)CO)C(=O)c2cc(NC(=O)Nc3ccc4c(c3)OCO4)ccc2O[C@H]1CN(C)S(=O)(=O)c1ccccc1
→ -4.5 | nt
CN(C)c1ccc2c(c1)[C@@H]1C[C@@H](CC(=O)NCc3ccc(-c4ccccc4)cc3)O[C@H](CO)[C@@H]1O2
→ -1.8 | -3
C[C@@H]1CN([C@H](C)CO)C(=O)c2cccc(N(C)C)c2O[C@H]1CN(C)S(=O)(=O)c1ccc(F)cc1
→ 3.5 | nt
CO[C@H]1CN(C)C(=O)c2cc(NC(C)=O)ccc2OC[C@@H](C)N(Cc2cccnc2)C[C@@H]1C
→ nt | 5
O=C(C[C@H]1C=C[C@H](NC(=O)C2CCOCC2)[C@@H](CO)O1)NCC1CC1
→ 0.0 | 0
O=C(NO)c1ccc(C(=O)N/N=C/c2ccccc2OCCO)cc1
→ nt | -3
Cc1noc(C)c1S(=O)(=O)Nc1ccc2c(c1)CC(=O)N([C@H](C)CO)C[C@H](C)[C@H](CN(C)Cc1ccc(Oc3ccccc3)cc1)O2
→ 3.4 | nt
O=C(C[C@H]1CC[C@H](NC(=O)Nc2ccc(C(F)(F)F)cc2)[C@@H](CO)O1)NCc1ccccn1
→ 0.4 | -3
C[C@@H]1CCCCO[C@H](CN(C)S(C)(=O)=O)[C@H](C)CN([C@@H](C)CO)C(=O)c2cc(NC(=O)c3ccncc3)ccc2O1
→ -2.7 | nt
C[C@H]1CCCCO[C@H](CN(C)Cc2ccc(C(F)(F)F)cc2)[C@@H](C)CN([C@@H](C)CO)C(=O)c2cc(NC(=O)Nc3ccccc3)ccc2O1
→ -1.5 | nt
Cc1cccc(S(=O)(=O)N[C@@H]2CC[C@@H](CCNC(=O)c3cnccn3)O[C@H]2CO)c1
→ -0.3 | 4
COc1cccc(CN(C)C[C@@H]2OCc3cnnn3CCCC(=O)N([C@H](C)CO)C[C@@H]2C)c1
→ -5.8 | 0
CCCN1C[C@H](C)[C@H](OC)CN(C)C(=O)c2cc(NC(=O)C3CCOCC3)ccc2OC[C@@H]1C
→ 0.6 | -1
CCC(=O)N(C)C[C@H]1Oc2cc(C3=CCCC3)ccc2S(=O)(=O)N([C@H](C)CO)C[C@@H]1C
→ nt | 0
Cc1noc(C)c1S(=O)(=O)Nc1ccc2c(c1)C(=O)N([C@@H](C)CO)C[C@H](C)[C@H](CN(C)C(=O)Cc1ccccc1)OCCCC[C@H](C)O2
→ -2.8 | nt
CO[C@H]1CN(C)C(=O)c2ccc(NC(=O)NC(C)C)cc2OC[C@H](C)N(Cc2ccccc2)C[C@@H]1C
→ 0.3 | -18
C[C@H]1CCCCO[C@H](CN(C)C(=O)NC2CCCCC2)[C@@H](C)CN([C@@H](C)CO)C(=O)c2cc(NC(=O)NC3CCCCC3)ccc2O1
→ 0.4 | nt
CC(C)NC(=O)Nc1ccc2c(c1)C(=O)N([C@@H](C)CO)C[C@H](C)[C@@H](CN(C)Cc1ccc(C(=O)Nc3ccccc3N)cc1)O2
→ nt | -33
C[C@H]1CN([C@@H](C)CO)C(=O)c2cc(C#Cc3ccccn3)cnc2O[C@H]1CN(C)Cc1ccccc1
→ -0.2 | -4
Cc1noc(C)c1NC(=O)N[C@H]1CC[C@H](CC(=O)Nc2ccc(-c3ccccc3)cc2)O[C@@H]1CO
→ -0.4 | -8
CCC(=O)N1C[C@H](C)[C@@H](OC)CN(C)C(=O)c2ccc(NC(=O)COC)cc2OC[C@H]1C
→ 0.0 | -3
CN(Cc1cc(Br)cc(Br)c1N)C1CCCCC1
→ 0.1 | 4
C[C@@H]1CN([C@H](C)CO)C(=O)c2c(c3ccccc3n2C)-c2ccccc2CO[C@H]1CN(C)C(=O)CCN(C)C
→ -0.2 | -21
COCC(=O)N1C[C@H](C)[C@H](OC)CN(C)C(=O)c2cc(NC(=O)c3cnccn3)ccc2OC[C@H]1C
→ -0.5 | -2
CSc1ccccc1NC(=O)C(C)n1nc([N+](=O)[O-])c(Br)c1C (stereo not given)
→ 0.9 | nt

Continued.
Second line of a record – IDH1 mut inh | EZH2 inh
CCOC(=O)c1cnc2oc3ccc(O)cc3c2c1-c1ccccc1
→ -1.1 | nt
Cc1ccc(S(=O)(=O)Nc2ccc3c(c2)CC(=O)N([C@H](C)CO)C[C@H](C)[C@H](CN(C)CC2CC2)O3)cc1
→ nt | -4
O=C(N/N=C/c1ccc(-n2ccnc2)cc1)c1ccccc1O
→ nt | -45
COc1ccc(S(=O)(=O)N(C)C[C@@H]2Oc3c(NC(=O)c4ccncc4)cccc3C(=O)N([C@H](C)CO)C[C@@H]2C)cc1
→ 1.4 | nt
COc1ccc(CN2C[C@H](C)[C@@H](OC)CN(C)C(=O)c3ccc(NC(=O)c4nc5ccccc5s4)cc3OC[C@@H]2C)cc1
→ -0.5 | -12
C[C@@H]1CN([C@H](C)CO)C(=O)Cc2cc(NC(=O)Nc3cccc4ccccc34)ccc2O[C@H]1CN(C)C(=O)Nc1ccc(C(F)(F)F)cc1
→ 0.3 | nt
COc1ccc(S(=O)(=O)N(C)C[C@@H]2OCCCC[C@H](C)Oc3ccc(NC(=O)C4CCCCC4)cc3C(=O)N([C@H](C)CO)C[C@H]2C)cc1
→ 1.2 | nt
COc1ccc(S(=O)(=O)Nc2ccc3c(c2)C(=O)N([C@H](C)CO)C[C@@H](C)[C@@H](CN(C)S(=O)(=O)c2ccc(C)cc2)O3)cc1
→ -0.1 | nt
CO[C@@H]1CN(C)C(=O)c2ccc(NC(=O)C3CC3)cc2OC[C@H](C)N(C(=O)CN2CCOCC2)C[C@H]1C
→ 0.2 | -6
C[C@@H]1CN([C@H](C)CO)S(=O)(=O)c2ccc(C#Cc3ccccc3)cc2O[C@@H]1CN(C)S(C)(=O)=O
→ -1.2 | nt
C[C@H](CO)N1C[C@H](C)[C@@H](CN(C)S(=O)(=O)c2ccc(Cl)cc2)Oc2ccc(NS(C)(=O)=O)cc2C1=O
→ 1.6 | nt
C[C@@H]1CN([C@H](C)CO)C(=O)c2cccc(NC(=O)c3nc4ccccc4s3)c2O[C@@H]1CN(C)Cc1ccncc1
→ -0.3 | nt
C[C@H](CO)N1C[C@H](C)[C@H](CN(C)C(=O)C2CCOCC2)Oc2ncc(-c3ccccc3F)cc2C1=O
→ nt | 17
C[C@H]1CN([C@@H](C)CO)C(=O)Cc2cc(NC(=O)Cc3cn(C)c4ccccc34)ccc2O[C@@H]1CN(C)S(=O)(=O)c1ccc(F)cc1
→ 0.3 | nt
CC(C)(c1ccc(NS(=O)(=O)C(F)(F)F)cc1)c1ccc(C(C)(C)c2cccc(NS(=O)(=O)C(F)(F)F)c2)cc1
→ 14 | 52*
C[C@@H]1CN([C@H](C)CO)C(=O)c2cccc(NC(=O)CCCCCC(=O)Nc3ccccc3N)c2O[C@H]1CN(C)C
→ 0.1 | 6
COc1ccc(-c2nc3cc(NC(=O)COc4ccc([N+](=O)[O-])cc4)ccc3o2)cc1Cl
→ 0.1 | -20
C[C@H]1CN([C@@H](C)CO)C(=O)c2cc(C3=CCCCC3)cnc2O[C@@H]1CN(C)Cc1cccc(F)c1
→ -1.7 | 9
C[C@H](CO)N1C[C@H](C)[C@H](CN(C)C)Oc2c(NS(=O)(=O)c3cn(C)cn3)cccc2C1=O
→ 0.9 | -2
O=C(CSc1nc(O)cc(=O)n1-c1ccccc1)N1CCc2ccccc21
→ -1.4 | nt
CCC1=C(C)CN(C(=O)NCCc2ccc(S(=O)(=O)NC(=O)NC3CCC(C)CC3)cc2)C1=O (stereo not given)
→ 4.3&-0.1 | 19
CC(C)(CO)NCc1ccc(-c2ccccc2)o1
→ 0.5 | 0
